Compound activity: PubChem BioAssay, National Center for Advancing Translational Sciences (NCATS)
GALK inhibitor – galactokinase (human) inhibition; Purified GALK, Kinase-Glo residual ATP luminescence; Potency, µM (highest dose often 57.5 µM), for inactives: top-dose activity change, negative = inhibition, most hits filed as inhibitors; 270,000 tested, 0.007% active; AID 1868; further: potency means the concentration at half of the fitted maximal effect; on the % scale 0 is the no-effect control and ±100 the full control effect
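5 nM enzyme, 35 uM ATP, 100 uM galactose, 20 mM HEPES pH8.0, 5 mM MgCl2; 1 h RT; residual ATP by Kinase-Glo Plus luminescence, qHTS format.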
BCR signal inh – blocks chronic active B-cell receptor signaling. 340,000 tested, 0.05% active. AID 493014. Potency, µM (top dose mostly 46.1 µM), without a hit: at the top dose ratio change, negative = lower green/red ratio, hits mostly inhibitors. ABC-DLBCL IkBa-CBG/CBR reporter, luminescence ratio, 4 h; active means well fitted inhibition curve with a large enough effect in the signal ratio, with a control signal flat, not every such curve was filed as active; inconclusive means small, poorly fitted or top-dose-only effect, or effect the other way, or a change in a side signal; the % refers to the signal ratio;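 further: potency means the concentration at half of the fitted maximal effect; plate controls were basal doxycycline-induced cells for no effect and cells given 10 µM MG132 for full effect; MG132 reads +100%, hits lower the ratio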
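Cell line TMD8 (human ABC DLBCL), stably expressing tet-inducible CBG68-IkBa fusion and CBR; IMDM/0.5% FBS; cpd up to 46 uM; dox induction, 4 h, 37C/5% CO2; dual luminescence; green/red ratio; MG132 control.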
A-T KAP1 phos – candidate therapy for ataxia-telangiectasia; […] A-T fibroblasts, KAP-1 phosphorylation AlphaLISA; neocarzinostatin DNA damage 30 min before lysis; Potency, µM (top dose mostly 57.5 µM), for inactives: at the top dose activation, actives largely listed as activators; 320,000 tested, 0.19% active; AID 485349; further: potency means the concentration at half of the fitted maximal effect; % of control where 0% means no effect; nearly all actives have a fitted effect of over 45% in size
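hTERT-immortalized A-T patient fibroblasts ([…]), 500 cells/well in OPTI-MEM, 1% FBS, got compounds for 60 min, then NCS for 30 min at 37C. Lysates were then assayed for phospho-KAP-1 by AlphaLISA (anti-pKAP1 donor, anti-KAP1 acceptor beads), 6 hr at 25C.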
Coupling enz – coupling enzyme interference in Giardia aldolase counter-screen; coupling enzyme system counterscreen, AmpLite Red fluorescence; activity change, negative = inhibition, % at 58.2 µM, hits read low; 290,000 tested, 0.67% active; in the data active means activity change below about -30%; further: on the % scale 0 is the no-effect control and ±100 the full control effect
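Counterscreen lacking aldolase: glyceraldehyde-3-phosphate coupling-enzyme reagent preincubated 10 min at RT with compound (at 57.5 uM final), then substrate/coupling system with AmpLite Red added; fluorescence read at 525/598 nm after 20 min RT.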
KCNH2 WT inh – inhibitors of human wildtype KCNH2 potassium channel. U2OS, BacMam KCNH2, thallium flux FluxOr; hits give low values. 340,000 tested, 0.37% active. AID 720551. activity change, % at 1.84 µM;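 active means maximum activity change below -70%; inconclusive means maximum activity change between -70% and -50%; inactive means maximum activity change above -50%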; further: on the % scale 0 is the no-effect control and ±100 the full control effect
Target sequence (Q12809 whole entry, looked up): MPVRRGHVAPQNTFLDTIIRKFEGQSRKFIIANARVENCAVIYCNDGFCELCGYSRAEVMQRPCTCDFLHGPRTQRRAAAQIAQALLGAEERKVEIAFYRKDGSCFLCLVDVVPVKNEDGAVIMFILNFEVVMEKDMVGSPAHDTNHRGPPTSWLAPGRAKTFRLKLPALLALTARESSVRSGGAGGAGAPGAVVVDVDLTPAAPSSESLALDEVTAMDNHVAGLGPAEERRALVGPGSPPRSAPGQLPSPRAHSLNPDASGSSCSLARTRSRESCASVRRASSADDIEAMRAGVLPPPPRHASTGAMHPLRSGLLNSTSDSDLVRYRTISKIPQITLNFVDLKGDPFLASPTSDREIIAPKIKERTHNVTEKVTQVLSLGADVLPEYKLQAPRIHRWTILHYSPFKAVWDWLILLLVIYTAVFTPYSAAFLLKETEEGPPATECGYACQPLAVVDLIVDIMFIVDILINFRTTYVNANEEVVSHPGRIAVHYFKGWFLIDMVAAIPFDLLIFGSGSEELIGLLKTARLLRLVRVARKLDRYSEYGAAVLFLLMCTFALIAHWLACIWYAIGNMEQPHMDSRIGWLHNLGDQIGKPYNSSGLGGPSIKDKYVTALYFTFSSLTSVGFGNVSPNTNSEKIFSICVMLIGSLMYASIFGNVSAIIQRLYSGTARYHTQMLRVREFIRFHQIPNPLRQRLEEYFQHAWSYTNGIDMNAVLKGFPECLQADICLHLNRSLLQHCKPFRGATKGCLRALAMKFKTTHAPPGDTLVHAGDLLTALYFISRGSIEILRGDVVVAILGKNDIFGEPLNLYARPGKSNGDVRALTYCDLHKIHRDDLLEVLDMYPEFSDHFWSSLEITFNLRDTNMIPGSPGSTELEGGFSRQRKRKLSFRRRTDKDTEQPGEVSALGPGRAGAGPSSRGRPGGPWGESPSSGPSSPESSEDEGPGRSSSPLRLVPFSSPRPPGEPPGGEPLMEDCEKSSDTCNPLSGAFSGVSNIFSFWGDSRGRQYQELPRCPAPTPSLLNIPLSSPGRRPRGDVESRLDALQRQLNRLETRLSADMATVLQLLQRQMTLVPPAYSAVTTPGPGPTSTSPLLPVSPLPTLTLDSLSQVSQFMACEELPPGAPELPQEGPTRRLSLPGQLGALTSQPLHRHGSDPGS
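U2OS cells transduced with wild-type KCNH2 virus are loaded with FluxOr dye for 45 min, and thallium flux is measured in kinetic reads before and after stimulation buffer. Rate constants are normalized to DMSO controls.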
Giardia killer – Giardia lamblia killing. Giardia lamblia trophozoite viability. activity change, % at 7.66 µM, hits read low. 340,000 tested, 0.15% active. AID 540267; in the data active means activity change below about -80%; inconclusive means between about -30% and that limit;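 further: parasites exposed to compound for two days anaerobically before the ATP read; on the % scale 0 is the no-effect control and ±100 the full control effect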
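Anaerobic 48 hrs incubation at 37 deg C of 100 trophozoites/well with test compounds; ATPLite 1-Step luminescence, 15-30 min RT, reports cellular ATP as viability.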
MLL CXXC-DNA inh – MLL CXXC-DNA interaction inhibition | AID 2662 | 290,000 tested, 0.037% active | MLL-CXXC / FITC-HOXA9 DNA fluorescence polarization | Potency, µM (titrated, usually from 115 µM), for inactives: at the top dose activity change, negative = inhibition, usual class: inhibitors | Q03164; active means well fitted inhibition curve with a large enough effect in the polarisation, with a control signal flat, not every such curve was filed as active; inconclusive means small, poorly fitted or top-dose-only effect, or effect the other way, or a change in a side signal; inactive means no such curve, though single readings can be large or run the other way; the % refers to the polarisation; further: potency means the concentration at half of the fitted maximal effect
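Steps: dispense CXXC domain solution (7 uM) → pin compounds or unlabeled HOX-A9 DNA control → 5 min ambient → add FLSN-HOX-A9 solution (50 nM) → spin → 30 min ambient → fluorescence polarization. Tris pH 7.5/NaCl/DTT/BSA buffer.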
Tb PFK inh – T. brucei PFK enzyme inhibition. O15648. T. brucei PFK, ADP-Glo luminescence. Potency, µM (top dose mostly 57.5 µM), for the others: top-dose activity, negative = inhibition, actives largely listed as inhibitors. 330,000 tested, 0.17% active. AID 485367;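 further: potency means the concentration at half of the fitted maximal effect; 0% = uninhibited 1x PFK enzyme wells and -100% = no-enzyme wells; nearly all actives have a fitted effect of over 60% in size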
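ADP-Glo luminescence quantified ADP after 45 min at room temperature, with 1.25 nM T. brucei PFK, 0.1 mM ATP and 0.5 mM fructose-6-phosphate in pH 8.0 TEA buffer. qHTS titrations up to 57 µM; curves classified by quality.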
TSHR antag – antagonists of human thyroid stimulating hormone receptor; P16473; TSHR-expressing cells, TSH-stimulated cAMP HTRF, 2 h; hits give low values; activity change, negative = inhibition, % at 11.5 µM; 330,000 tested, 0.2% active; AID 504810;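 active means activity change below a set negative limit, meaning inhibition stronger than a set level, cut at about -70% in these data; inconclusive means activity change between two set negative limits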; further: on the % scale 0 is the no-effect control and ±100 the full control effect
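TSHR-expressing cells were treated with compounds, then stimulated with TSH at EC80 (4nM final) for 2 hours at 37 deg C. Cellular cAMP was measured by HTRF competition between lysate cAMP and cAMP-d2 for a cryptate-labelled anti-cAMP antibody.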
TCR act – T cell receptor activation; primary human leukocytes, anti-CD3, IL-2 HTRF, 48 h; Potency, µM (titrated, usually from 9.22 µM), without a hit: at the highest dose activation of IL-2 secretion, actives largely listed as activators; 330,000 tested, under 10 active; AID 504894; further: % of control where 0% means no effect
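Primary human leukocytes incubated 48 hr with anti-CD3 beads plus compound, without co-stimulation. Secreted IL-2 measured by HTRF (europium cryptate/d2 anti-IL-2 pair, 320 nm excitation, 665 nm emission).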
Starred values were filed as active, the others as inactive; ? = inconclusive; · = no result given; [ ] = another dose, or the depositor's remark. Unless noted, the call rests on the fitted dose curve; in most records, active means well fitted curve in the direction sought with a large enough effect; inconclusive means small, poorly fitted or top-dose-only effect, or another doubt; inactive means no such curve, though single readings can be large; an effect the other way counts as inactive or inconclusive.

SMILES | GALK inhibitor | BCR signal inh | A-T KAP1 phos | Coupling enz | KCNH2 WT inh | Giardia killer | MLL CXXC-DNA inh | Tb PFK inh | TSHR antag | TCR act
Cc1ccc(-n2c(-c3ccccc3)nnc2-c2cccs2)cc1 | -2% | -2% | 3% | 1 | 2 | 14 | -2% | 0% | 14 | 6%[46.1 µM]
c1ccc2c(c1)c1ccccc1n1c(-c3ccc4c(c3)OCO4)nnc21 | -1% | -9% | -2% | -3 | -1 | -9 | -9% | 3% | -6 | -1%
CCOc1ccccc1C(=O)Nc1nccs1 | 6% | 1% | 1% | 3 | -4 | -2 | -11% | -4% | 3 | 2%
CC(C)(C)NC(=O)CSc1nc2ccccc2c(=O)[nH]1 | -1% | 3% | -2% | 0 | -11 | -5 | -7% | -2% | -1 | 1%
CCN1/C(=C(\O)c2ccccc2)C(=O)c2ccccc2S1(=O)=O | -1% | ? | -7% | -4 | -1 | -1 | -4% | -2% | -6 | 7%
Nc1nonc1-n1nnc(C(=O)N/N=C/c2ccc(OCc3ccccc3)cc2)c1CNc1ccccc1 | -6% | 7% | 0% | · | -2 | 8 | 37%[activator] | 3% | 8 | 2%
Cc1ccc(S(=O)(=O)N2CC(=O)Nc3ccccc32)cc1 | 0% | -6% | -2% | 5 | -17 | 1 | -5% | -2% | 13 | -3%
O=C(CCNC(=O)c1ccccc1)Nc1ccc(F)c(Cl)c1 | 0% | 0% | 1% | -1 | 0 | 18 | 5% | -9% | 3 | 2%[46.1 µM]
O=C(CN1C(=O)NC2NC(=O)NC21)N/N=C/c1ccccc1F (stereo not drawn) | 10% | -11% | -2% | 9 | · | · | -4% | -5% | 6 | ·
CSCCC(NS(=O)(=O)c1ccc2c(c1)c(=O)n(C)c(=O)n2C)C(=O)NC1CCN(Cc2ccccc2)CC1 (stereo not drawn) | 2% | -5% | 1% | -1 | -11 | 18 | -21% | 7% | 1 | -5%
CCCSc1nn2c(=O)c3ccccc3nc2s1 | -1% | ? | 3% | 2 | -1 | 1 | -15% | 3% | -7 | 1%
O=C(C/C=N\OCc1ccc([N+](=O)[O-])cc1)Nc1ccc(Cl)cc1 | 11% | 5% | 1% | -2 | 0 | 0 | 0% | -2% | -6 | -2%
COc1cccc(S(=O)(=O)Nc2ccc(C(=O)N3CCOCC3)cc2)c1 | 0% | -9% | -4% | 6 | -18 | -16 | 3% | 0% | 9 | -1%
C=CCOC(=O)C1=C[C@@H](c2csc3ccccc23)C[C@@H](OCc2ccc(CO)cc2)O1 | 0% | ? | 6% | -6 | 10 | 38[activator] | -28% | 2% | -1 | 7%
COc1ccc(NC(=O)C2CC2)cc1OC1CCCC1 | -1% | -3% | · | 1 | -11 | -18 | -11% | 0% | 3 | 5%
Cc1cc(C)nc(NS(=O)(=O)c2ccc(NC(=O)CSc3nc(-c4ccccc4)c(C#N)c(=O)[nH]3)cc2)n1 | 2% | ? | 1% | 26 | -9 | -5 | 6% | -22% | 12 | 1%
COc1cccc(NC(=O)NCCCCc2ccccc2)c1 | -5% | 1% | 13% | -1 | 84 | -1 | ? | 1% | -8 | 1%
C=CCC1(CC=C)CCCN1Cc1nc(COc2ccccc2)no1 | -6% | -3% | -5% | -1 | 1 | 6 | 26% | 2% | -14 | 1%
CCC(C)n1c(=N)c(C#N)cc2c(=O)n3ccccc3nc21 (stereo not drawn) | 1% | 4% | -5% | 4 | -4 | 17 | ? | 1% | 2 | -2%[46.1 µM]
COc1ccc(C2CC(c3cccs3)=Nc3ccccc3S2)cc1 (stereo not drawn) | 0% | ? | -6% | 0 | 6 | -3 | 10% | ? | 51 | 4%[46.1 µM]
Cc1cc(C(=O)N/N=C2/CC(C)CC(C)(C)C2)c(C)o1 (stereo not drawn) | 9% | ? | -4% | 0 | -2 | 6 | -3% | -6% | 4 | 3%
COc1ccc(CC(=O)Nc2nnc(C(C)C)s2)cc1OC | 0% | ? | -1% | 1 | -22 | -18 | 7% | -6% | 1 | ·
N#Cc1ccccc1OCC(O)CS(=O)(=O)c1ccccc1 (stereo not drawn) | 0% | -3% | -3% | -2 | 5 | -21 | 2% | -20% | 17 | 1%
Cc1ccc(NC(=O)Cc2ccc(-c3ccccc3)cc2)nc1 | 7% | ? | 2% | 2 | -2 | 4 | ? | 1% | 2 | 1%
Cn1c(CNC(=O)c2ccc3c(c2)OCO3)nnc1SCC(=O)Nc1ccccc1F | 2% | -18% | -4% | 1 | -8 | 15 | -2% | 3% | 12 | -1%
Cc1cc([N+](=O)[O-])nn1CC(=O)Nc1ccc(F)cc1 | 6% | ? | -7% | 2 | -5 | 4 | 3% | -2% | -2 | ·
COc1ccc(CN(C)CC2CCCN(CCc3ccc(F)cc3)C2)cc1OC (stereo not drawn) | -2% | 0% | 6% | 1 | 30 | -13 | 0% | -12% | 0 | 6%
CCC1=C/C(=C\c2ccc3c(c2)OCO3)C(=O)S1 | 0% | 0% | -2% | 3 | · | · | -3% | 0% | 3 | ·
Cc1cc(C)n(-c2ccc(NC(=O)C3CCCCN3C(=O)c3ccoc3)cc2)n1 (stereo not drawn) | -3% | 6% | -9% | · | -6 | -16 | -9% | 0% | 3 | 8%
O=C(CC1NCCN(Cc2ccccc2)C1=O)Nc1ccc(Cl)cc1 (stereo not drawn) | · | -7% | 0% | 0 | 2 | -15 | -3% | -4% | 11 | -62%
Cc1ccc(C)c(NC(=O)COC(=O)CCCN=C2NS(=O)(=O)c3ccccc32)c1 | 0% | -7% | 0% | 5 | 2 | -11 | -1% | 6% | 9 | -11%[46.1 µM]
COc1ccc(F)cc1S(=O)(=O)Nc1ccc2c(c1)OCO2 | -4% | 0% | 4% | 1 | -12 | 1 | 3% | 14% | 0 | -1%
CCC(=O)N(c1nnc(SCC(=O)NN2C(=O)NC3(CCCCC3)C2=O)s1)C1CC1 | · | -7% | 2% | · | 7 | 1 | · | -3% | -10 | ·
O=C(CCn1c(=O)oc2ccccc21)n1c(=O)oc2ccccc21 | -7% | 0% | 0% | 0 | -2 | -8 | 4% | 1% | 19 | -3%
CN(C(=O)c1cccc(NC(=O)Cc2ccc([N+](=O)[O-])cc2)c1)C1CC1 | · | 0% | 5% | · | -1 | 4 | · | 0% | -11 | -1%
O=C(Nc1cccs1)Nc1ccc(F)cc1F | -1% | 0% | 2% | -3 | -1 | 17 | 1% | -12% | -7 | -2%[46.1 µM]
Cc1ccccc1-c1nc(CN2CCC(C(=O)N3CCC(C(N)=O)CC3)CC2)c(C)o1 | 0% | -9% | 1% | 1 | -24 | -16 | 2% | 4% | 2 | -8%
NC(=O)COc1cccc2cccnc12 | 1% | -6% | 1% | 2 | -12 | 5 | 1% | 6% | -3 | 0%
Cc1ccc(OC(C)C(=O)Nc2ccccc2C(=O)N2CCN(C)CC2)cc1 (stereo not drawn) | -3% | 1% | 1% | 4 | 23 | -3 | -10% | 2% | -8 | 12%
O=C1CC(C(=O)NC2CCCCC2)C2(CCCCC2)O1 (stereo not drawn) | 2% | 0% | 5% | 6 | 1 | -10 | 3% | 1% | 1 | 11%

Part of the list above, as a markdown table.
| SMILES | GALK inhibitor | BCR signal inh | A-T KAP1 phos | Coupling enz | KCNH2 WT inh | Giardia killer | MLL CXXC-DNA inh | Tb PFK inh | TSHR antag | TCR act |
| --- | --- | --- | --- | --- | --- | --- | --- | --- | --- | --- |
| O=C(CCNC(=O)c1ccccc1)Nc1ccc(F)c(Cl)c1 | 0% | 0% | 1% | -1 | 0 | 18 | 5% | -9% | 3 | 2%[46.1 µM] |
| Cc1cc(C(=O)N/N=C2/CC(C)CC(C)(C)C2)c(C)o1 (stereo not drawn) | 9% | ? | -4% | 0 | -2 | 6 | -3% | -6% | 4 | 3% |
| c1ccc2c(c1)c1ccccc1n1c(-c3ccc4c(c3)OCO4)nnc21 | -1% | -9% | -2% | -3 | -1 | -9 | -9% | 3% | -6 | -1% |
| CCOc1ccccc1C(=O)Nc1nccs1 | 6% | 1% | 1% | 3 | -4 | -2 | -11% | -4% | 3 | 2% |
